Source: PubChem
DAX1 inh-1: DAX1 (NR0B1) inhibition, primary screen; AID 652010; HEK293T StAR-luciferase reporter, SF-1/DAX-1 repression relief; inhibition, % at 6.8 µM; 370,000 tested, 1.1% active;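 active = inhibition above the mean over all tested compounds plus 3 SD, cut at about 3.6% in these data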;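 note: 0% = DAX-1 cells with DMSO and 100% = cells lacking DAX-1 with DMSO; higher inhibition means more luminescence from relief of DAX-1 repression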
NPR2 activator: GC-B (human) receptor activation | 370,000 tested, 0.11% active | AID 1920062 | activation, % at 10 µM | P20594 | HEK293-GC-B cells, CNP EC30, cGMP TR-FRET; 0% at EC30 CNP, 100% saturating CNP;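 active = activation at 10 µM reaching about 35% in either raw or pattern-adjusted values, limit read from the data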
hgDAF-12 ag: hgDAF-12 agonism, primary luciferase screen. 370,000 tested, 1.8% active. activation, % at 6.8 µM. HEK293 GAL4-hgDAF12 UAS-luciferase reporter, agonist luminescence; normalized to butyrate control;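 active = activation above a cutoff set at the mean of all screened compounds plus 3 SD, cut at about 10% in these data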;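 note: 0% = DMSO wells and 100% = sodium butyrate wells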
FXN GAA850 act: activators of GAA850 frataxin (FXN) promoter | AID 540364 | HEK293 lucGAA850 FXN promoter luciferase reporter, 24 h; percent of 10 µM SAHA response | 360,000 tested, 0.56% active | activation, % at 6 µM;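 active = activation above the average of all compounds screened plus 3 SD, cutoff fixed separately per campaign, cut at about 7.5% in these data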;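 note: 0% = DMSO wells and 100% = 10 µM SAHA wells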
DAX1 inh-2: inhibits human nuclear receptor DAX1; inhibition, % at 6.75 µM; AID 504766; HEK293 Gal4-DAX1 luciferase reporter, luminescence; 340,000 tested, 0.99% active;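 active = inhibition above the mean over all tested compounds plus 3 SD, cut at about 4.2% in these data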;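 note: 0% = DAX1-transfected cells with DMSO and 100% = empty-vector control cells with DMSO; inhibition shows as a rise in luminescence from relieved DAX1 repression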
hcDAF12 agonist: H. contortus DAF-12 activation, primary screen; HEK293 hcDAF-12 lit1-tk-luc reporter, luminescence; 0% DMSO, 100% Δ7-dafachronic acid; activation, % at 6.8 µM; 370,000 tested, 1.4% active; AID 652067;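 active = activation above the mean of all tested compounds plus 3 SD, cut at about 5.5% in these data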;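 note: 100% = response to 3 µM Δ7-dafachronic acid high control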
sPLA2-III inh: Inhibits HGIII-sPLA2 liposome hydrolysis, primary screen; Q9NZ20; QFRET BODIPY PC-A2 liposome hydrolysis, fluorescence; inhibition, % at 12.2 µM; 370,000 tested, 0.56% active;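 active = inhibition above mean plus 3 SD of compounds lying within the high and low control bounds, cut at about 19% in these data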;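 note: 0% = median of test compound wells and 100% = no enzyme DMSO wells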
ssDAF12 agonist: S. stercoralis DAF-12 activation, primary screen. HEK293 ssDAF-12/GRIP1 lit1-tk-luc reporter, luminescence; % of 3 µM dafachronic acid response. activation, % at 6.8 µM. 370,000 tested, 1% active. AID 652126;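 active = activation above the mean over all tested compounds plus 3 SD, cut at about 0.9% in these data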;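 note: 0% = DMSO-only wells and 100% = 3 µM delta7-dafachronic acid wells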
SMARCA2 act: increases SMARCA2 function in MMTV reporter cells | 370,000 tested, 1% active | activation, % at 9.1 µM | MG213 cells, MMTV-luciferase reporter, dexamethasone, overnight | AID 652017; in the data active = activation above about 7.8%;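 note: 0% = vehicle wells and 100% = reference activator wells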
proKLK7 act: activators of human kallikrein-7 zymogen. activation, % at 7 µM. 370,000 tested, 0.9% active. purified proKLK7, EDANS-DABCYL substrate fluorescence; 100% is mature enzyme control, 0% vehicle. P49862;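 active = activation above the mean of all tested compounds plus 3 SD, computed per campaign excluding outliers beyond control limits, cut at about 13% in these data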
NPR1 activator: GC-A (human) enzyme activation. HEK293 GC-A cells, cGMP TR-FRET, EC30 ANP; 0% at EC30 ANP, 100% saturating ANP. activation, % at 10 µM. 370,000 tested, 0.14% active. AID 1671463; in the data active = activation above about 40%
Target sequence (P16066 whole entry, looked up): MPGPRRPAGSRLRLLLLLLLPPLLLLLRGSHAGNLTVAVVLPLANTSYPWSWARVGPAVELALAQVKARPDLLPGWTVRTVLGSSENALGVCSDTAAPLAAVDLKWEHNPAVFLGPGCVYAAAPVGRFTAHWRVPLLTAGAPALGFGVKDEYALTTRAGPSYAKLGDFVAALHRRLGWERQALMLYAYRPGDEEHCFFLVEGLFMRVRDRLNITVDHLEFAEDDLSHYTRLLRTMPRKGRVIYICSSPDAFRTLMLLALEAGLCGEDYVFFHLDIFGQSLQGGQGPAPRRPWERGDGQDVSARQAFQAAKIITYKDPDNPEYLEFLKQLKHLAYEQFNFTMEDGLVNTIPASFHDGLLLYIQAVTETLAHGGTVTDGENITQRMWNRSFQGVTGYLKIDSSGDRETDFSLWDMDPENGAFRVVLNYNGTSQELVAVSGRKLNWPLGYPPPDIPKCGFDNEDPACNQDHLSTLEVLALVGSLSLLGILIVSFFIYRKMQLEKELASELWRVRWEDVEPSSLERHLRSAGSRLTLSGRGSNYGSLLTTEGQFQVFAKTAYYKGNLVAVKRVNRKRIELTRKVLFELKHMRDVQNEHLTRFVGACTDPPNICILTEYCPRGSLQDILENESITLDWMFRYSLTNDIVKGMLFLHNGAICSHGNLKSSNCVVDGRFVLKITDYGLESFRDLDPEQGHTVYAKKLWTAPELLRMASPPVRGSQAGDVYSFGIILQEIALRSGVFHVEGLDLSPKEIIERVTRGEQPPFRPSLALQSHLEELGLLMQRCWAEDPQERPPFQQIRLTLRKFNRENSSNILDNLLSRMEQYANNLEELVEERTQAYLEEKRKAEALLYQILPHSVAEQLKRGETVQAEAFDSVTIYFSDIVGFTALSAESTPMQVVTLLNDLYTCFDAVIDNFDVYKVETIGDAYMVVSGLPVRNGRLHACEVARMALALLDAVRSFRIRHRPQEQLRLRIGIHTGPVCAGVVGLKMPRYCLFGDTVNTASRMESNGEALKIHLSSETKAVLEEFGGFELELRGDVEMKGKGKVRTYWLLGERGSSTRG
* hit, by the source's call; . = not tested or not shown; & = joins results of further samples. Rows were taken by chance; any-hit rate near 6.7%.

The line under a structure holds: DAX1 inh-2	FXN GAA850 act	DAX1 inh-1	ssDAF12 agonist	proKLK7 act	NPR1 activator	NPR2 activator	sPLA2-III inh	hcDAF12 agonist	SMARCA2 act	hgDAF-12 ag
CCCOc1ccc(N2C(=O)CC(SC(=N)N3N=C(c4ccccc4)CC3c3ccccc3)C2=O)cc1 (stereo not given)
  0.5	-0.1	-0.1	-1.1	-0.4	2	0	-2	0.8	-1	2.0
Cn1c(SCc2ccc(C#N)cc2)nnc1-c1cccc(Cl)c1
  0.1	1.3	-1.0	-0.8	-0.1	-7	-12	0	1.6	-1	-1.4
COc1ccccc1NC(=O)C1CCN(S(=O)(=O)c2ccc3c(c2)CC(C)N3C(C)=O)CC1 (stereo not given)
  0.1	-1.9	-0.5	-1.1	0.1	0	1	1	-1.3	-2	-0.1
O=C(Nc1ccc(Cl)c(S(=O)(=O)N2CCOCC2)c1)c1cc(=O)[nH]c2ccccc12
  0.1	1.2	0.2	-0.4	-0.3	-4	-3	-15	-0.1	0	-1.5
Cc1cc(NC(=O)CSc2nnc(Cc3ccccc3)o2)no1
  5.1*	0.1	0.0	-0.7	0.3	0	-9	3	-0.6	-1	0.2
COc1ccc(-c2csc(NC(=O)CSc3nc(SC)ns3)n2)cc1
  -2.0	4.4	-0.1	-1.4	-0.2	4	1	-50	3.3	-1	7.3
C/C(=C\c1ccccc1)C(=O)n1nnc2ccccc21
  -0.7	0.5	-0.3	-1.8	-0.4	1	2	3	-0.4	-2	3.9
COC(=O)c1c(NC(=O)CSc2nnnn2-c2ccccc2)sc2c1CCCC2
  0.3	0.5	-0.4	-1.1	0.1	-3	2	-21	-1.4	0	-3.0
Cc1cccc(-n2cc(CN3CCN(Cc4nccn4C)CC3)c(-c3cccc(F)c3)n2)c1
  -0.4	4.2	-0.2	-2.1	0.2	-3	-4	-8	-1.1	3	0.5
COc1ccc(-c2nc(NC(=O)CSCCO)sc2C)cc1
  0.3	-0.8	-0.1	-1.5	0.2	-1	-4	1	-0.9	-1	-1.1
CCOC(=O)C1=CC[C@H]2c3c(c4ccccc4n3C)C(=O)C1N2S(=O)(=O)c1ccc(C)cc1
  -0.2	-4.6	-0.1	-0.5	0.4	-4	3	-15	1.1	0	-1.1
C=CCOc1c(Br)cc(/C=C2/NC(=S)N(C(C)=O)C2=O)cc1OC
  1.6	0.6	-0.3	-0.8	-0.1	0	-3	-5	0.2	1	-0.1
CC(NC(=O)Nc1cccc(Cl)c1)C(c1cccs1)N1CCCC1 (stereo not given)
  2.3	0.5	0.2	-1.6	0.1	-2	-1	2	0.4	-1	3.4
CCC1=C(OC(=O)N(CC)CC)N2C(=O)OC(=NCC(=O)OC)[C@]2(Cc2ccccc2)[C@H]2C1=CC[C@H]1C(=O)N(C)C(=O)[C@H]12
  -0.1	-1.8	0.0	-1.2	0.3	2	3	-1	-1.9	1	2.5
CCCSc1nc2ccsc2c(=O)n1CC
  0.0	1.5	0.0	-0.4	0.0	6	-1	-2	1.2	-1	-2.0
CCOc1ccc(N2CC(C(=O)N3CCN(c4ccccn4)CC3)CC2=O)cc1 (stereo not given)
  -0.3	0.4	-0.5	-1.2	-0.2	-4	3	2	-1.6	1	1.4
O=C(COC(=O)Cn1cnc2ccccc21)Nc1cc(S(=O)(=O)N2CCOCC2)ccc1Cl
  0.9	0.0	-0.2	-0.3	0.2	-3	0	6	0.7	-2	-0.8
Cc1ccc(/C=C2\SC(=S)N(Cc3ccccc3)C2=O)o1
  0.6	-4.2	0.2	-1.0	-0.7	-1	10	6	-1.1	-2	0.8
c1ccc(Cn2cc(CNc3ccccc3)nn2)cc1
  -0.7	-0.5	-0.3	-0.9	0.3	-1	-1	-2	0.4	1	3.5
O=C(COc1ccc(F)cc1Cl)N(Cc1nnc(-c2ccccc2Cl)o1)C1CC1
  -0.2	0.8	-1.1	-1.3	-0.3	-2	-1	-4	-1.3	-2	-1.7
Cc1ccc(S(=O)(=O)NNC2CC(=O)N(c3ccc(Br)cc3)C2=O)cc1 (stereo not given)
  0.2	-0.5	0.1	-0.8	-1.0	2	1	0	0.1	1	1.9
COC(C(=O)Nc1ccnn1C1CCN(Cc2ccc(C)s2)CC1)c1ccccc1 (stereo not given)
  0.8	-1.2	-1.6	-1.3	-1.2	-1	2	8	-1.1	-2	0.5
NC(=NC(=O)c1ccc(OC(F)(F)F)cc1)c1ccc(C(F)(F)F)cn1
  2.7	-0.4	0.3	-1.2	-0.2	0	2	-4	-1.6	1	0.3
COc1cc2c(cc1OC)CN(CC(=O)Nc1cccc(C(F)(F)F)c1)CC2
  -0.6	-2.4	-0.3	-1.0	1.7	3	3	3	0.5	-2	1.0
Cc1nc(-c2ccccc2)sc1C(=O)CSc1ccccc1
  0.5	0.6	-0.8	-1.3	-0.2	1	0	-42	1.6	1	2.3
CCOc1ccccc1-c1cc(C(=O)N/N=C/c2ccc3c(c2)OCO3)c2ccccc2n1
  0.9	-0.9	-0.2	-0.1	0.3	13	16	-1	0.3	-1	1.1
Nc1ccccc1C(=O)/C=C/c1ccc2c(c1)OCO2
  0.9	3.4	0.2	0.5	1.6	16	-7	-4	0.6	7	3.7
CCOC(=O)c1cnn(-c2nc3c(C)cccc3s2)c1C(F)(F)F
  -0.8	0.3	0.3	-1.1	-0.6	2	0	5	1.4	-3	1.1
COCCNC(=O)CN(c1ccc(C)cc1)S(=O)(=O)c1ccc(SC)cc1
  -1.4	-2.5	-0.4	-1.2	0.2	-3	-13	-4	-1.3	-1	-1.2
O=C1c2ccccc2S(=O)(=O)c2cc(N3CCN(c4ccccn4)CC3)ccc21
  1.1	0.7	0.5	-1.3	-0.1	3	3	7	0.3	1	1.1

Shown in markdown: part of the list above
| Compound | DAX1 inh-2 | FXN GAA850 act | DAX1 inh-1 | ssDAF12 agonist | proKLK7 act | NPR1 activator | NPR2 activator | sPLA2-III inh | hcDAF12 agonist | SMARCA2 act | hgDAF-12 ag |
| --- | --- | --- | --- | --- | --- | --- | --- | --- | --- | --- | --- |
| Cc1cccc(-n2cc(CN3CCN(Cc4nccn4C)CC3)c(-c3cccc(F)c3)n2)c1 | -0.4 | 4.2 | -0.2 | -2.1 | 0.2 | -3 | -4 | -8 | -1.1 | 3 | 0.5 |
| COc1ccc(-c2nc(NC(=O)CSCCO)sc2C)cc1 | 0.3 | -0.8 | -0.1 | -1.5 | 0.2 | -1 | -4 | 1 | -0.9 | -1 | -1.1 |

Later entries
The line under a structure holds: DAX1 inh-2	FXN GAA850 act	DAX1 inh-1	ssDAF12 agonist	proKLK7 act	NPR1 activator	NPR2 activator	sPLA2-III inh	hcDAF12 agonist	SMARCA2 act	hgDAF-12 ag
Cc1ccc(S(=O)(=O)N2CCOC23CCN(S(=O)(=O)c2cccs2)CC3)cc1
  -0.9	2.7	1.0	-0.5	0.7	-1	0	3	-0.5	2	-1.0
COCCN(CCOC)C(=O)c1c[nH]c2ccc(S(=O)(=O)N(C)c3ccc(F)cc3)cc2c1=O
  1.0	0.5	-1.1	-1.2	-16	-3	4	-3	-0.6	-3	-1.2
COC(=O)C1=C(C)NC(C)=C(C(=O)OC)C1C(=O)OCC(=O)N1c2ccccc2CC1C (stereo not given)
  -0.9&-0.1	-3.1&2.6	-1.0&-0.8	-1.4&-0.6	2.0&0.8	-5&-4	-4&0	6&6	-2.0&-1.7	0&-2	-1.6&-1.0
COc1ccc(CNC(=O)[C@@H](NC(=O)C2CCN(C(=O)[C@@H](N)Cc3ccccc3)CC2)C(C)C)cc1
  0.0	3.6	-0.6	-1.0	-0.2	2	-9	1	0.8	0	-4.8
CC(C)c1ccc(-c2nnn(CC(=O)N3CCCCC3)n2)cc1
  -1.5	2.5	-0.2	-0.4	-0.3	-2	-5	-2	2.1	-1	3.7
O=[N+]([O-])c1cccc(CNCc2ccccc2)c1
  0.1	1.7	1.2	-1.4	-0.4	5	5	0	-0.8	-2	-0.3
Cc1ccc(CNc2ncnc3c2cnn3C2CCCCO2)cc1 (stereo not given)
  -0.3	-1.9	-1.2	-0.3	-0.1	8	2	7	-3.0	-3	2.2
O=C(OCc1ccc(CSc2nnc(-c3cccc4ccccc34)o2)cc1)c1ccc(F)cc1
  .	.	.	-1.8	.	3	2	13	0.5	.	-0.4
O=C(CSc1nnc(CN2CCCC2)n1-c1ccccc1)c1ccc2c(c1)OCO2
  0.1	0.5	-1.2	-1.2	-0.1	-1	-4	-34	-0.5	-1	1.1
CN(c1ccc(C(=O)Nc2cccc([N+](=O)[O-])c2)cc1)S(C)(=O)=O
  -0.2	-3.3	-1.1	-0.9	0.4	-1	-2	0	-2.4	-2	1.6
O=S(=O)(NCCc1ccccc1)c1cccc2cccnc12
  1.0	4.0	0.1	-0.1	-0.7	-1	-3	-6	0.6	-4	-3.5
CCCNC(=O)Nc1ccc(C)cc1C
  -1.1	1.0	-0.6	-1.4	-0.6	7	-3	1	-2.1	0	-1.8
CCCn1cc2c(c1-c1ccc(C)cc1)c(=O)n(C)c(=O)n2C
  -0.1	6.8	-0.6	-1.4	0.6	-5	-7	-5	-2.2	3	-1.6
COc1cc(C(=O)OCC(=O)NCCN2C(=O)CSC2=O)ccc1OCc1c(C)noc1C
  -0.5	0.4	0.5	-0.4	-0.4	-1	5	-3	-1.4	-4	1.3
COc1ccc(C(=O)COc2ccc(C)cc2NC(C)=O)cc1
  .	4.5	2.3	-0.5	0.0	6	6	-9	2.2	0	10*
O=S(=O)(/N=C(/Nc1ccc(F)cc1F)c1ccccc1)c1ccc(Br)cc1
  .	.	-0.3	-1.1	0.0	-26	-17	1	2.3	0	3.8
Cn1c(=O)c2nc(-c3ccccc3)c(-c3ccccc3)nc2n(C)c1=O
  4.5*	-3.6	-0.5	-0.6	-0.3	-25	-21	-2	-0.1	-3	-0.6
NC1=NC(=O)C(=Cc2ccccc2)S1
  -0.4	2.7	0.0	-0.9	-0.1	4	-4	5	-0.1	0	2.5
O=C(COc1c(Br)cc(Br)c2cccnc12)Nc1ccccc1F
  0.9	0.3	0.0	-0.7	0.3	-5	-2	5	3.4	-1	1.7
